RGS4 inh: RGS4 inhibitors, primary screen, cell-based, HEK293 M3R inducible RGS4, calcium flux | Regulator of G-protein signaling 4 (Homo sapiens), P49798 | Fluo-4 calcium flux; stronger effect = higher value; triggered by carbachol at its EC20 | hit rate 0.45% among 310,000 | B-score at 10 µM;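 active = B-score, a plate-corrected calcium signal, over three deviations above library mean, with baseline fluorescence within five deviations of library mean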;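 also: RGS4 expression induced by doxycycline in cells with stable M3 receptor; B-score is computed from the integrated fluorescence ratio over baseline after carbachol; higher B-score means a larger calcium signal and so more RGS4 inhibition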
Target sequence (P49798 whole entry, looked up): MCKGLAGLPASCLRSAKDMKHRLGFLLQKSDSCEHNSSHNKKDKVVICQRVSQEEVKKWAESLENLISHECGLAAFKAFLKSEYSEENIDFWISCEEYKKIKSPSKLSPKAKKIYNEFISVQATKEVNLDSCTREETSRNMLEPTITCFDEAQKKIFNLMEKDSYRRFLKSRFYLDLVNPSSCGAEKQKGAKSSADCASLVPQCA
GSK3 alpha inh: blockers of GSK3A enzyme activity – biochemical, luminescence, cell-free homogeneous, HTS, primary screen | AID 2650, 2010 | hit rate 0.1% among 320,000 | inhibition, % at 10 µM | Glycogen synthase kinase-3 alpha (Homo sapiens), P49840 | GSK-3 alpha kinase, ADP-Glo luminescence, 60 min;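 in the data active = inhibition above about 50%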;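 also: GST-tagged GSK-3 alpha with peptide substrate and 25 µM ATP; 0% = DMSO neutral wells and 100% = GW8510 positive control wells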
KCNK3 inh: human KCNK3 channel inhibitors, primary screen, CHO cells, FluxOR thallium flux, B-score; Potassium channel subfamily K member 3 (Homo sapiens), O14649; AID 602410, 2012; B-score at 10 µM; FluxOR fluorescence; stronger effect = lower value; hit rate 0.84% among 340,000;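 active = B-score under library mean minus 4 SD, starting fluorescence ratio at most library mean plus 5 SD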;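 also: more negative B-score means stronger inhibition of thallium flux through KCNK3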
Target sequence (O14649 whole entry, looked up): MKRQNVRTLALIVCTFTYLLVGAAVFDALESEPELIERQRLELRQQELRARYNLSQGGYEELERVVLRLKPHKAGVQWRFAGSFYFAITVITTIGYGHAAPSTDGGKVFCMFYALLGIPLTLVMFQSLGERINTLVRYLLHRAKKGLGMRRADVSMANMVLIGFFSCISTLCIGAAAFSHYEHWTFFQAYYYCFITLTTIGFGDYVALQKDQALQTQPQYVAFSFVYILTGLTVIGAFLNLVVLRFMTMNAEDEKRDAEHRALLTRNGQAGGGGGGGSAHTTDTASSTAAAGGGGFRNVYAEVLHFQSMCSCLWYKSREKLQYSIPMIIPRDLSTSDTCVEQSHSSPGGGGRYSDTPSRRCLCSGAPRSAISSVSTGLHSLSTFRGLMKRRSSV
PolyA inh: polyadenylation inhibitors in yeast reporter cells, primary screen, luminescence, S. cerevisiae; S. cerevisiae SKY197-pL101 polyadenylation reporter, beta-gal luminescence; efflux-impaired pdr1/pdr3 knockout yeast; score 100 = 6 SD above DMSO; calls only at 12 µM; hit rate 0.02% among 300,000; AID 1875, 2009;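 active = lowest replicate activity score at least 50, where 100 means six control SD above control mean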;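 also: yeast exposed to compound for 9 h at 30 °C; higher score means more reporter readthrough which indicates perturbed polyadenylation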
KCNQ1 inh: inhibitors of human KCNQ1 channel, primary screen, cell-based, thallium flux, high-throughput; Potassium voltage-gated channel subfamily KQT member 1 (Homo sapiens), P51787; hit rate 1.3% among 310,000; CHO-K1 KCNQ1, FluxOR thallium flux fluorescence; stronger effect = higher value; AID 2642, 2010; B-score at 10 µM;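 active = compounds whose thallium flux B-score, printed positive for inhibition, exceeds three library SD while starting fluorescence stays within three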;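 also: channel opened by potassium depolarization with thallium stimulus after 20 min compound exposure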
DYRK1A inh: rat Dyrk1A kinase inhibitors, primary screen, biochemical, single point, plate reader | Dual specificity tyrosine-phosphorylation-regulated kinase 1A (Rattus norvegicus), Q63470 | ADP-Glo luminescence, NFATc1 peptide | inhibition, % at 12.5 µM | hit rate 0.43% among 310,000; in the data active = inhibition above about 50%;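 also: plate controls were vehicle with enzyme for no effect and no enzyme for full effect; many of its hits are not listed in these tables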
KCNQ1 act: potentiators or activators of KCNQ1 channel, primary screen, cell-based, thallium flux, high-throughput | Potassium voltage-gated channel subfamily KQT member 1 (Homo sapiens), P51787 | CHO-K1 KCNQ1, thallium flux FluxOR fluorescence; stronger effect = higher value | B-score at 10 µM | hit rate 0.35% among 310,000 | AID 2648, 2010;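 active = fluorescence ratio B-score, a plate-corrected score, at least three library SD, with initial intensity B-score within 5 SD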
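Assay system: stable KCNQ1 CHO-K1 line; medium: assay buffer, equal DMSO in all wells; timing: 90 min dye loading and 20 min compound exposure, both at room temperature; technique: kinetic FluxOR thallium fluorescence, 10-s 1-Hz baseline, 110-s post-stimulus read; read-out basis: B score of baseline-normalized fluorescence ratio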
hERG protect: hERG rescue from dofetilide block, primary screen, cell-based, CHO-hERG, FluxOR thallium flux, dofetilide IC70 | dofetilide IC70 present | AID 1511, 2009 | Voltage-gated inwardly rectifying potassium channel KCNH2 (Homo sapiens), Q12809 | activation (rescue from dofetilide block), less the hit threshold, % at 10 µM | hit rate 0.51% among 310,000;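 active = activation above the mean of controls blocked by dofetilide plus 5 SD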;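 also: thallium influx through hERG after potassium depolarization seen as dye fluorescence rise; in these data hits start at about 4.7%; inactives centre near -7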
KCNK9 inh: KCNK9 potassium channel inhibitors, primary screen, HEK293 cells, thallium flux | Potassium channel subfamily K member 9 (Homo sapiens), Q9NPC2 | FluxOR thallium flux fluorescence; stronger effect = lower value | B-score at 10 µM | hit rate 1.2% among 310,000 | AID 488922, 2010;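 active = ratio B-score over 3 SD below the library mean, with starting fluorescence within 5 SD of its mean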;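 also: negative B-score means less thallium flux so channel inhibition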
Target sequence (Q9NPC2 whole entry, looked up): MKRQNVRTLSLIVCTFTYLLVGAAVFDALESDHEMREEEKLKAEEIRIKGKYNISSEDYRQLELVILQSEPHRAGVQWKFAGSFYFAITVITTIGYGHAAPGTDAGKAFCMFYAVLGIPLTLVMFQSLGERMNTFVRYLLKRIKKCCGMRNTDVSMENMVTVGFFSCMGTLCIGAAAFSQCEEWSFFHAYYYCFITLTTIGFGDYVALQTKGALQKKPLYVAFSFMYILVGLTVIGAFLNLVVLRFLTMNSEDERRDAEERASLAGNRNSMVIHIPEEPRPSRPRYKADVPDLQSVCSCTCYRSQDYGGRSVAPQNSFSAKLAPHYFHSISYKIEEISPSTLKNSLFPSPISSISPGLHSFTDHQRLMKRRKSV
RGS4 act: RGS4 potentiators or activators, primary screen, cell-based, HEK293 M3R inducible RGS4, calcium flux. AID 463111, 2010. hit rate 0.92% among 310,000. B-score at 10 µM. carbachol calcium flux Fluo4; stronger effect = lower value;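 active = B-score of the integrated calcium signal more than 4 SD below the library mean, with starting fluorescence not abnormally high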;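 also: negative B-score means reduced calcium response which marks RGS4 activation or potentiation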
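System – HEK293 FlpIn-TREx cells, stable M3R, doxycycline-inducible RGS4 · Reagent – ECmax carbachol challenge · Times – compound preincubation 20 min at room temperature before agonist · Technique – Fluo4 fluorescence kinetic imaging of calcium · Measure – B score of integrated Fluo4 ratio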
GSK3B inh: human GSK3beta kinase inhibitors, primary screen, biochemical, cell-free homogeneous, HTS; Glycogen synthase kinase-3 beta (Homo sapiens), P49841; hit rate 0.038% among 300,000; GST-GSK3beta kinase, ADP-Glo luminescence, 60 min; stronger effect = lower value; activity score (negative = inhibition), % at 10 µM;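 active = more than half of replicate wells score below -50%, meaning over 50% inhibition versus plate controls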;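 also: 0% = median DMSO wells and -100% = median GW8510 positive control wells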
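Assay system: GST-tagged human GSK3beta kinase, cell-free; Input: 1.6 ng GSK3beta; Medium: Tris/MgCl2 kinase buffer; Timing: 60 min enzyme reaction, room temperature; Signal: ADP-Glo luminescence quantifying ADP generated by kinase; Evaluation: score relative to plate controls; Benchmarks: DMSO neutral wells and GW8510 at 20 µM as positive.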
* marks the source's active call; other numbers are inactive results; i = inactive; . = no result given. Only part of the results is shown; count on the stated rates, not on these rows.

Order of results: PolyA inh, KCNK3 inh, GSK3 alpha inh, RGS4 inh, DYRK1A inh, hERG protect, RGS4 act, KCNK9 inh, GSK3B inh, KCNQ1 act, KCNQ1 inh
CN1CCN(S(=O)(=O)c2ccc(NC(=O)Cc3ccc([N+](=O)[O-])cc3)cc2)CC1
  i, i, 1, i, 9, -10, i, i, -2, i, i
CCCCN(CC)CCCNC(=O)c1cc2c(=O)n(C)c3ccccc3c2n1C
  i, i, ., i, 37, -11, i, i, 4, i, i
COC(=O)CNC(=O)CSc1nc2c(sc(=S)n2-c2ccccc2)c(=O)[nH]1
  i, i, -2, i, -3, -3, i, i, -2, i, i
COC(=O)COC(=O)c1ccccc1NC(=O)c1ccccc1
  i, i, 0, i, -3, -3, i, i, -3, i, i
O=C(CCn1cnnn1)N1CCCC(Nc2ccc(F)cc2)C1 (configuration not stated)
  i, i, 2, i, 2, -10, i, i, 0, i, i
O=C(Nc1ccc(S(=O)(=O)Nc2ncccn2)cc1)C1COc2ccccc2O1 (configuration not stated)
  i, i, 0, i, 0, -7, i, i, 1, i, i
O=C1CCCC2=C1C1(CCCCC1)N=C(Nc1nc3ccccc3s1)N2
  ., i, 0, i, 0, -7, i, i, 0, i, i
CSc1nnc(-c2sc3cc(C(F)(F)F)cnc3c2-c2ccccc2)n1C
  i, i, -2, i, -1, -15, i, i, 5, i, i
COc1ccc(NS(=O)(=O)c2ccc(O)c(C(=O)OCC(=O)NC3CCCCC3)c2)cc1
  i, i, -1, i, -6, 1, i, i, 1, i, i
Cc1ccc(NC(=S)N(Cc2ccc(Br)cc2)Cc2ccc(C(=O)O)cc2)cc1C
  i, i, -4, i, -2, -16, i, i, -2, i, i
CC(=O)NS(=O)(=O)c1cccnc1Nc1cccc(Cl)c1
  i, i, -7, i, 2, -4, i, i, 1, i, i
COCC(C)(C)COS(N)(=O)=O
  i, i, 3, i, -3, -4, i, i, 0, i, i
Cc1ccccc1-n1nc(C)c2cc(C(=O)N3CCOCC3)sc21
  i, i, -1, i, 8, -11, i, i, 1, i, i
COc1ccccc1/C=N/NC(=O)C1=NNC(c2ccccc2)(c2ccccc2)C1
  i, ., -5, i, ., -12, i, i, 2, i, i
Cc1ccccc1-n1c2nc(=O)n(C)c(=O)c-2cc2ccccc21
  i, i, 32, i, ., -1, i, i, -14, i, 7*
Cc1ccc(NC(=O)CN2C(=O)S/C(=C\c3cc(C)n(C)c3C)C2=O)cc1
  i, i, 0, i, ., -7, i, i, -1, i, i
CCCOc1ccc(N2C(=O)CC(N3CCN(C(=O)c4ccco4)CC3)C2=O)cc1 (configuration not stated)
  i, i, -3, i, -3, -15, i, i, 1, i, i
CN(CC(=O)Nc1cccc([N+](=O)[O-])c1)S(=O)(=O)c1ccccc1
  i, i, -1, i, -6, -21, i, i, 3, i, i
O=C(O)CC(NC(=O)CC(c1ccccc1)c1ccccc1)c1cccc([N+](=O)[O-])c1 (configuration not stated)
  i, i, -5, i, 3, -5, i, i, 0, i, i
O=C(CNC(=S)NC(=O)C1CCCCC1)c1ccccc1
  i, i, 3, i, 19, -7, i, i, -1, i, i
Cc1ccc(CN(C)S(=O)(=O)c2c(C)noc2/C=C/N(C)C)cc1
  i, i, -1, i, -7, -10, i, i, 2, i, i
CCOC(=O)C1=C(C)N=c2s/c(=C\c3ccc(OCC(=O)O)cc3)c(=O)n2C1c1ccccc1 (configuration not stated)
  i, i, -3, i, 14, -11, i, i, 2, i, i
O=C(COC(=O)/C=C/c1cccc([N+](=O)[O-])c1)NCCCN1CCCC1=O
  i, i, 0, i, -3, -9, i, i, -1, i, i
c1cncc(-c2nc(N3CCCCCC3)c3ccccc3n2)c1
  i, i, ., i, 36, -31, i, i, -4, i, i
Cc1cc(-c2ccc(C(C)C)c(S(=O)(=O)N3CCN(c4ccccn4)CC3)c2)on1
  i, i, 1, i, -1, -5, i, i, 2, i, i
O=C(NCc1cccnc1)/C(=C/c1ccccc1)NC(=O)c1ccccc1
  i, i, -5, 5.2*, ., -9, i, i, 0, i, i
COc1ccc2oc3ccc(OC)cc3c(=O)c2c1
  i, i, 1, i, 27, -11, i, i, 0, i, i
O=C(NC1CCCC1)c1cccc(Oc2ccccc2)c1
  i, i, 3, i, 4, -13, i, i, 4, i, i
Cc1ccc(C(=O)N2CCN(c3ccccc3Cl)CC2)cc1[N+](=O)[O-]
  i, i, -1, i, ., -22, i, i, 1, i, i
O=C(SCC(O)C(O)CS)c1cccs1 (configuration not stated)
  i, i, -2, i, 0, -5, i, i, -2, i, i
Cc1sc2ncn(CC(=O)N3CCCCC3)c(=O)c2c1C
  i, i, -5, i, -22, -1, i, i, 2, i, i
O=c1oc2ccccc2cc1-c1ccccc1
  i, i, -8, i, 1, -8, i, i, -1, i, i
CNC(=O)c1cnc(-c2ccccc2)nc1-c1ccccc1
  i, i, 1, i, -2, 0, i, i, 0, i, i
Nc1nnc(SCC(=O)Nc2ccc(F)c(Cl)c2)n1-c1ccccc1
  i, i, 0, i, 0, -3, i, i, 3, i, i
Clc1ccc(C(c2ccccc2)N2CCN(c3ccccn3)CC2)cc1 (configuration not stated)
  i, i, 0, i, -5, -9, i, -7.3*, 0, i, i
CCOC(=O)N1CCN(C(=O)Cn2nc(C)c3sc4ccccc4c3c2=O)CC1
  i, i, -2, i, 2, -10, i, i, 1, i, i
Cc1cccc2c1cnn2C(=O)CCC(=O)NCc1ccc(F)cc1
  i, i, -2, i, 13, -4, i, i, -7, i, i
COc1ccccc1NC(=O)C1CCN(C(=O)c2ccco2)CC1
  i, i, -2, i, -2, -8, i, i, 0, i, i
O=C1c2ccccc2C(=O)N1OCc1ccccc1
  i, i, 8, i, -4, -12, i, i, 2, i, i
CSc1nnc(CCCCCCCCc2nnc(SC)o2)o1
  i, i, -4, i, -5, -5, i, i, 1, i, i
Cc1ccc(C)c(Cn2nc(-c3cc(C)ccc3C)ccc2=O)c1
  i, i, 1, i, 3, -7, i, i, -1, i, i
Cc1nonc1OCCNCc1c(C(=O)N(C)C)nc2ccc(Cl)cn12
  i, i, -1, i, -2, -12, i, i, 2, i, i
Nc1nc2n(n1)C(c1ccco1)CC(c1ccc(Cl)cc1)N2 (configuration not stated)
  i, i, 1, i, 2, -7, i, i, -1, i, i
CC1CN(C(=O)c2ccccc2C(=O)c2ncc[nH]2)CC(C)O1 (configuration not stated)
  i, i, -6, i, 6, -2, i, i, -1, i, i
CCCOC(=O)c1ccc(NC(=O)c2cccc(S(=O)(=O)N3CCN(C(C)=O)CC3)c2)cc1
  i, i, -2, i, 0, -10, i, i, 1, i, i
Cn1nc(C(F)(F)F)c(/C=N/OC(=O)c2ccccc2Cl)c1SCc1ccc(Cl)cc1
  i, i, -1, i, 0, -16, i, i, -1, i, i
COc1cccc(NC(=O)CCSc2ccc(C)cc2)c1
  i, i, 0, i, 5, -7, i, i, -24, i, i
O=C(NC1CCCCC1)N1CCN(C2CCCCC2)CC1
  i, i, -4, i, 14, -11, i, i, 4, i, i
CN(c1ccccc1C(=O)Nc1ccc2c(c1)OCO2)S(C)(=O)=O
  i, i, 2, i, -11, -12, i, i, -1, i, i
CC1CCC(NC(=O)c2ccc3c(c2)OCO3)CC1 (configuration not stated)
  i, i, -2, i, 1, -7, i, i, -2, i, i
COC(CNC(=O)C1CCCN(S(=O)(=O)c2ccc3c(c2)oc(=O)n3C)C1)OC (configuration not stated)
  i, i, -1, i, 4, -4, i, i, -4, i, i
COc1ccc(-c2ccc(=O)n(CC(=O)NC3CCc4ccccc43)n2)cc1OC (configuration not stated)
  i, i, 0, i, ., -5, i, i, 0, i, i
CCc1cccc(CC)c1NC(=O)CCCSc1nc2ccccc2s1
  i, i, 0, i, -6, -11, i, i, 1, i, i
CCc1ccc2nc(NC(=O)c3ccc(N4C(=O)CCC4=O)cc3)sc2c1
  i, i, 1, i, 49, -9, i, i, 2, i, i
COC(=O)[C@H](C)NC(=O)NC1CCCc2ccccc21 (some centres not stated)
  i, i, -2, i, 1, -12, i, i, 1, i, i
Cc1cc(SCC(=O)c2ccccc2)nc(SCC(=O)c2ccccc2)n1
  i, i, 2, i, 1, -2, i, i, 0, i, i
CCOC(=O)C1CCN(Cc2coc3c(Cl)cc(Cl)cc3c2=O)CC1
  i, i, 2, i, -7, -10, i, i, -3, i, i
O=C(c1cc([N+](=O)[O-])ccc1N1CCOCC1)N1CCCCC1
  i, i, -1, i, 6, -2, i, i, 1, i, i
Cc1c(C(=O)NN)nn(-c2ccc(F)cc2)c(=O)c1C#N
  i, i, 0, i, -3, -5, i, i, 1, i, i

Three compounds already listed, sorted by their value in GSK3 alpha inh, smallest number first.
| smiles | PolyA inh | KCNK3 inh | GSK3 alpha inh | RGS4 inh | DYRK1A inh | KCNK9 inh | GSK3B inh | KCNQ1 inh |
| --- | --- | --- | --- | --- | --- | --- | --- | --- |
| O=C(NC1CCCCC1)N1CCN(C2CCCCC2)CC1 | i | i | -4 | i | 14 | i | 4 | i |
| Cc1c(C(=O)NN)nn(-c2ccc(F)cc2)c(=O)c1C#N | i | i | 0 | i | -3 | i | 1 | i |
| Cc1cc(SCC(=O)c2ccccc2)nc(SCC(=O)c2ccccc2)n1 | i | i | 2 | i | 1 | i | 0 | i |
